Screening results (PubChem BioAssay)
EWS-Fli inh: inhibitors of EWS/Fli oncoprotein transcriptional activity; 350,000 tested, 0.67% active; inhibition, % at 12.6 µM; A673 NR0B1-luciferase reporter, viability-normalised;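 active means mean inhibition of at least 50% after viability correction, with every replicate also passing that limit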;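 further: firefly luciferase signal divided by Alamar Blue viability fluorescence both relative to DMSO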
E-sel inducer: E-selectin induction on HUVECs; P16581; HUVEC E-selectin immunofluorescence imaging; normalized: neutral wells 0, TNF-alpha wells 100; activation, % at 7.58 µM; 260,000 tested, 0.37% active; AID 686992;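 active means mean E-selectin-positive cell signal at least 10% of the positive control, reached in at least 60% of replicates, without over 20% cell loss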;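 further: in these data hits start at about 27%; measured in HUVEC primary endothelial cells; signal is the percent of cells scored E-selectin positive by PE staining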
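material = human umbilical vein endothelial cells (HUVEC), E-selectin induction | quantity = 3,000 cells/well | medium = EGM-2 growth medium on 0.1% gelatin-coated wells | technique = immunofluorescence imaging | read-out basis = % PE-positive cells | control set = TNF-alpha positive control, DMSO neutral control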
esBAF inh: blocks esBAF chromatin remodeling in mouse ES cells | Bmi1-luciferase knock-in reporter, 24 h; 100% = twice the neutral-well signal | reporter increase, % at 12.5 µM | 350,000 tested, 2% active | AID 602393; in the data active means activation above about 40%;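 further: 0% = median of the plate's neutral control wells and 100% = double that signal; a rise in the Bmi1 reporter signal indicates esBAF inhibition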
RAD52 inh: inhibitors of human RAD52 DNA annealing | AID 651710 | 360,000 tested, 0.46% active | inhibition, % at 18.7 µM | recombinant RAD52 DNA annealing, FRET fluorescence;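 active means every replicate showing at least 50% inhibition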
Target sequence (P43351 whole entry, looked up): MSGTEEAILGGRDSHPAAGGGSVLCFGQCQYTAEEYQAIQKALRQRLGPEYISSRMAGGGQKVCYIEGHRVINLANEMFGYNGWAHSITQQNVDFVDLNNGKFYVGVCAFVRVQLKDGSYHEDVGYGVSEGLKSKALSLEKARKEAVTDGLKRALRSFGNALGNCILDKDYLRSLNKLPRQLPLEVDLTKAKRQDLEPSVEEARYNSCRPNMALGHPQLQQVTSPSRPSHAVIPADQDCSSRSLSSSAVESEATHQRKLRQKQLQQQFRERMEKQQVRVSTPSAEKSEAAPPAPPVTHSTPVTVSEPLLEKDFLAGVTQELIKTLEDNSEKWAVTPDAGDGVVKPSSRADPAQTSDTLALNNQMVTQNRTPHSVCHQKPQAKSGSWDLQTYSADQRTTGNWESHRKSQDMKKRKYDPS
FN deposit inh: fibronectin deposition inhibition; inhibition, % at 12.6 µM; AH1F fibroblasts, Alexa488-fibronectin deposition fluorescence, overnight; 350,000 tested, 0.086% active; AID 743247;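 active means mean inhibition across replicates of 30% or more, regardless of how many single replicates reach that level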;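 further: positive control wells lacked labelled fibronectin entirely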
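Material: AH1F fibroblast monolayer depositing Alexa488-labelled fibronectin into matrix / Amount: 10000 AH1F cells per well / Signal: fluorescence 485/525 nm / Medium: DMEM, 2% serum / Compound: single dose, pinned / Incubation: 1 h cell adhesion before compound, then overnight fibronectin incubation / Reagent: Alexa488-FN, 24 nM final / Read-out: inhibition of fibronectin deposition signal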
Xi reactivation: X-chromosome reactivation activator; XiGFP mouse fibroblasts, % GFP-positive cells imaging, 3 d; cells co-treated with 5-aza-dC sensitizer; scaled so ellipticine positive control = 100%; activation, % at 7.58 µM; 360,000 tested, 0.055% active; AID 743238;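 active means mean normalized replicate activation at least 10% and every replicate at or above 10%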;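 further: 0% = median of on-plate neutral control wells and 100% = ellipticine 6 µM median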
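Assay system – SV40-immortalized XiGFP fibroblast cells, line 68-5-11 · Buffer or medium – DMEM supplemented with 5-aza-dC as sensitizing agent · Dosing – one concentration, pinned · Benchmarks – positive control ellipticine, 6 µM final · Times – 3 days compound exposure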
S100A4 MyoIIA: inhibitors of human S100A4 binding to myosin IIA peptide. P26447. 360,000 tested, 0.14% active. S100A4/TAMRA-MyoIIA peptide fluorescence polarization. inhibition, % at 10.7 µM;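 active means mean inhibition of at least 70% across replicates, with every replicate also reaching that level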
Target sequence (P26447 whole entry, looked up): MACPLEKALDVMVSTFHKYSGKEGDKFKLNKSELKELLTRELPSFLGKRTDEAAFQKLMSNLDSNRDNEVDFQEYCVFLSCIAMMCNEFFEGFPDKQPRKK
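Compound dosing: one dose per compound; test system: human S100A4 monomer with TAMRA-labelled myosin IIA peptide; probe or stimulus: TAMRA-labelled myosin IIA heavy-chain peptide probe, 5 nM; medium: HEPES buffer with Ca2+, pH 7.2; schedule: 5 min incubation before reading; benchmarks: neutral control DMSO, positive control TFP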
The depositor's hits bear a star; . = no result given. An excerpt; rates above refer to the full screens.

Start of the data: the first three entries as a preview:
Values in the order – EWS-Fli inh, E-sel inducer, esBAF inh, RAD52 inh, FN deposit inh, Xi reactivation, S100A4 MyoIIA
> COc1ccc(/C=N/NC(=O)c2cccc([N+](=O)[O-])c2)cc1OS(=O)(=O)c1ccccc1
→ ., 0.5, 9, ., -5, ., .
> CN(CCO)c1c2c(nc3cc(-c4cccc(F)c4)nn13)CCCC2
→ ., 0.5, -14, ., -7, ., .
> C[C@@H]1CN([C@H](C)CO)C(=O)c2cccc(NC(=O)CCCCCC(=O)Nc3ccccc3N)c2O[C@@H]1CN(C)C(=O)Nc1ccc(C(F)(F)F)cc1
→ ., ., ., -28, ., 0.1, -4

All compounds of this part, from the start:
Values in the order – EWS-Fli inh, E-sel inducer, esBAF inh, RAD52 inh, FN deposit inh, Xi reactivation, S100A4 MyoIIA
> COc1ccc(/C=N/NC(=O)c2cccc([N+](=O)[O-])c2)cc1OS(=O)(=O)c1ccccc1
→ ., 0.5, 9, ., -5, ., .
> CN(CCO)c1c2c(nc3cc(-c4cccc(F)c4)nn13)CCCC2
→ ., 0.5, -14, ., -7, ., .
> C[C@@H]1CN([C@H](C)CO)C(=O)c2cccc(NC(=O)CCCCCC(=O)Nc3ccccc3N)c2O[C@@H]1CN(C)C(=O)Nc1ccc(C(F)(F)F)cc1
→ ., ., ., -28, ., 0.1, -4
> COc1ccc(NC(=O)Nc2ccc3c(c2)CC(=O)N([C@@H](C)CO)C[C@H](C)[C@@H](CN(C)Cc2ccc(C(=O)Nc4ccccc4N)cc2)O3)cc1
→ ., ., ., -14, ., -0.2, -23
> Cc1noc(C)c1S(=O)(=O)Nc1ccc2c(c1)CC(=O)N([C@@H](C)CO)C[C@@H](C)[C@@H](CN(C)Cc1ccc(C(=O)Nc3ccccc3N)cc1)O2
→ ., ., ., -20, ., -0.8, -15
> C[C@@H]1CN([C@H](C)CO)C(=O)c2cccc(NC(=O)Nc3cccc4ccccc34)c2O[C@@H]1CN(C)C
→ ., ., ., 5, ., -1.3, -17
> C[C@@H]1CN([C@@H](C)CO)C(=O)Cc2cc(NC(=O)Nc3ccc4c(c3)OCO4)ccc2O[C@H]1CN(C)Cc1ccc(C(=O)O)cc1
→ ., ., ., 7, ., -0.3, -18
> Cc1noc(C)c1S(=O)(=O)Nc1ccc2c(c1)CC(=O)N([C@H](C)CO)C[C@@H](C)[C@@H](CN(C)Cc1ccc(C(=O)Nc3ccccc3N)cc1)O2
→ ., ., ., -10, ., -0.8, -8
> C[C@H](CO)N1C[C@H](C)[C@@H](CN(C)C(=O)Nc2cccc3ccccc23)Oc2ccc(NS(C)(=O)=O)cc2CC1=O
→ ., ., ., 5, ., 0.2, 0
> C[C@H]1CN([C@@H](C)CO)C(=O)c2cc(C#CCc3ccccc3)cnc2O[C@H]1CN(C)CC1CC1
→ 8, 0.7, ., ., ., -1.1, .
> C[C@@H]1CN([C@H](C)CO)S(=O)(=O)c2ccc(C#CC3CCCC3)cc2O[C@@H]1CN(C)C(=O)c1cccc(F)c1
→ 14, -1.0, ., ., ., -0.7, .
> C[C@H](CO)N1C[C@H](C)[C@H](CN(C)C(=O)C2CCCCC2)Oc2ncc(C#CC3CC3)cc2C1=O
→ -2, -0.2, ., ., ., -1.1, .
> CCC(=O)N1CCC2(CC1)CN(Cc1cccc(OC)c1)[C@@H](CO)c1[nH]c3cc(OC)ccc3c12
→ -2, -0.5, ., ., ., 0.2, .
> COCC(=O)N1CC2(CN(Cc3nccs3)C2)c2c(n(C)c3cc(OC)ccc23)[C@H]1CO
→ 3, 0.8, ., ., ., 0.4, .
> C[C@@H]1CN([C@H](C)CO)S(=O)(=O)c2ccc(C3=CCCC3)cc2O[C@@H]1CN(C)S(C)(=O)=O
→ 2, 4.8, ., ., ., -0.6, .

The list goes on.
Values in the order – EWS-Fli inh, E-sel inducer, esBAF inh, RAD52 inh, FN deposit inh, Xi reactivation, S100A4 MyoIIA
> CCCN(C)C[C@H]1Oc2cc(C3=CCCC3)ccc2S(=O)(=O)N([C@@H](C)CO)C[C@@H]1C
→ 11, 0.2, ., ., ., -0.3, .
> COc1ccc2c3c(n(C)c2c1)[C@H](CO)N(CC1CCOCC1)CC31CCN(CC2CCOCC2)CC1
→ 10, -0.1, ., ., ., 0.4, .
> COc1ccc2c3c(n(C)c2c1)[C@@H](CO)N(C(=O)CN(C)C)CC31CN(C(=O)NC(C)C)C1
→ 2, -0.4, ., ., ., 0.2, .
> COc1ccc2c3c([nH]c2c1)[C@@H](CO)NCC31CN(C(=O)c2ccccc2)C1
→ -9, -0.1, ., ., ., 0.2, .
> COc1ccc2c3c(n(C)c2c1)[C@H](CO)N(C(=O)CC1CC1)CC31CCN(Cc2nccs2)CC1
→ -5, 0.0, ., ., ., 0.2, .
> COc1cc(CN2CC3(CN(C(=O)c4ccc5c(c4)OCO5)C3)c3c(n(C)c4cc(OC)ccc34)[C@@H]2CO)cc(OC)c1
→ -2, -0.4, ., ., ., 0.4, .
> COc1ccc2c3c([nH]c2c1)[C@@H](CO)N(C(=O)NC(C)C)CC31CN(C(=O)c2ccccn2)C1
→ -3, 1.3, ., ., ., 0.4, .
> C[C@H]1CN([C@@H](C)CO)S(=O)(=O)c2ccc(C#CC3CC3)cc2O[C@@H]1CN(C)C(=O)Nc1cc(F)ccc1F
→ 12, 0.2, ., ., ., -0.9, .
> COCC(=O)N1CCC2(CC1)CN(Cc1cccc(Cl)c1)[C@@H](CO)c1[nH]c3cc(OC)ccc3c12
→ 1, -0.5, ., ., ., 0.6, .
> COc1ccc2c3c([nH]c2c1)[C@H](CO)N(Cc1ccccn1)CC31CN(C(C)=O)C1
→ 3, 0.0, ., ., ., -0.1, .
> C[C@@H]1CN([C@H](C)CO)S(=O)(=O)c2ccc(-c3cccnc3)cc2O[C@H]1CN(C)C(=O)C1CC1
→ -9, 0.6, ., ., ., -0.1, .
> COc1ccc2c3c([nH]c2c1)[C@@H](CO)N(C)CC31CCN(C(=O)c2cccnc2)CC1
→ 2, 0.1, ., ., ., 0.2, .
> CCC(=O)N1CC2(C1)CN(C(=O)Nc1ccc(F)cc1)[C@H](CO)c1c2c2ccc(OC)cc2n1C
→ 12, 0.1, ., ., ., 0.2, .
> COc1ccccc1-c1ccc2c(c1)O[C@@H](CN(C)CC1CC1)[C@@H](C)CN([C@@H](C)CO)S2(=O)=O
→ 10, 0.3, ., ., ., -1.0, .
> C[C@@H]1CN([C@H](C)CO)S(=O)(=O)c2ccc(Br)cc2O[C@H]1CN(C)C(=O)C1CCC1
→ -8, 0.8, ., ., ., -0.8, .

Taken from above.
Under S100A4 MyoIIA, Cc1noc(C)c1S(=O)(=O)Nc1ccc2c(c1)CC(=O)N([C@@H](C)CO)C[C@@H](C)[C@@H](CN(C)Cc1ccc(C(=O)Nc3ccccc3N)cc1)O2 has -15
Under Xi reactivation, COCC(=O)N1CC2(CN(Cc3nccs3)C2)c2c(n(C)c3cc(OC)ccc23)[C@H]1CO has 0.4

Remaining list, next part.
Values in the order – EWS-Fli inh, E-sel inducer, esBAF inh, RAD52 inh, FN deposit inh, Xi reactivation, S100A4 MyoIIA
> C[C@@H]1CN([C@@H](C)CO)C(=O)c2cc(-c3ccncc3)cnc2O[C@H]1CN(C)C(=O)C1CCC1
→ 8, 0.5, ., ., ., -0.6, .
> C[C@@H]1CN([C@@H](C)CO)S(=O)(=O)c2ccc(-c3ccncc3)cc2O[C@H]1CN(C)C(=O)C1CCC1
→ 0, 1.1, ., ., ., -1.2, .
> COc1ccc2c3c([nH]c2c1)[C@@H](CO)N(C(=O)NC(C)C)CC31CCN(Cc2ccccc2)CC1
→ -5, 0.0, ., ., ., 0.4, .
> COc1ccc2c3c([nH]c2c1)[C@H](CO)N(Cc1cccc(Cl)c1)CC31CCN(C(C)=O)CC1
→ 4, -0.6, ., ., ., 0.3, .
> C[C@H](CO)N1C[C@H](C)[C@@H](CN(C)C(=O)C2CC2)Oc2ncc(C3=CCCC3)cc2C1=O
→ -3, 1.0, ., ., ., -1.2, .
> COc1ccc(CN2CC3(C2)CN(C(=O)Nc2ccc(F)cc2)[C@@H](CO)c2[nH]c4cc(OC)ccc4c23)cc1
→ -3, -0.3, ., ., ., 0.1, .
> C[C@@H]1CN([C@@H](C)CO)S(=O)(=O)c2ccc(C3=CCCCC3)cc2O[C@@H]1CN(C)CC1CC1
→ -10, -0.7, ., ., ., -0.4, .
> COCC(=O)N1CC2(CN(C(=O)NC(C)C)C2)c2c(n(C)c3cc(OC)ccc23)[C@H]1CO
→ -2, 0.6, ., ., ., 0.2, .
> C[C@H](CO)N1C[C@H](C)[C@H](CN(C)S(=O)(=O)c2ccc(F)cc2)Oc2ncc(C#Cc3ccccc3)cc2C1=O
→ 19, 0.1, ., ., ., -1.2, .
> COc1ccc2c3c([nH]c2c1)[C@H](CO)N(C(=O)c1ccncc1)CC31CN(C(=O)NC(C)C)C1
→ -2, 0.6, ., ., ., 0.2, .
> COc1ccc2c3c(n(C)c2c1)[C@H](CO)NCC31CCN(Cc2ccc(Cl)cc2)CC1
→ 11, -0.6, ., ., ., 0.3, .
> COc1ccc2c3c(n(C)c2c1)[C@H](CO)N(C(=O)Cc1ccccn1)CC31CCN(CC2CCOCC2)CC1
→ -2, -0.3, ., ., ., 0.2, .
> CCCN(C)C[C@@H]1Oc2cc(C3=CCCC3)ccc2S(=O)(=O)N([C@H](C)CO)C[C@@H]1C
→ -9, -0.1, ., ., ., 0.3, .
> CCC(=O)N1CC2(CN(C(=O)c3cccnc3)C2)c2c([nH]c3cc(OC)ccc23)[C@@H]1CO
→ -2, 0.1, ., ., ., 0.3, .
> COc1ccc2c3c(n(C)c2c1)[C@H](CO)N(CC1CC1)CC31CCN(Cc2nccs2)CC1
→ -9, -0.3, ., ., ., 0.3, .

Next section:
Values in the order – EWS-Fli inh, E-sel inducer, esBAF inh, RAD52 inh, FN deposit inh, Xi reactivation, S100A4 MyoIIA
> COc1ccc2c3c(n(C)c2c1)[C@@H](CO)N(C(=O)NC(C)C)CC31CCN(C(C)=O)CC1
→ 3, -0.3, ., ., ., 0.3, .
> COc1ccc2c3c([nH]c2c1)[C@@H](CO)N(Cc1ccc(F)cc1)CC31CN(C(=O)NC(C)C)C1
→ 27, -0.6, ., ., ., 0.3, .
> C[C@H]1CN([C@@H](C)CO)S(=O)(=O)c2ccc(C3=CCCCC3)cc2O[C@H]1CN(C)C
→ 8, -0.8, ., ., ., -0.8, .
> COc1ccc2c3c([nH]c2c1)[C@H](CO)N(C)CC31CCN(C(=O)C2CC2)CC1
→ 1, 0.0, ., ., ., 0.3, .
> CCCNC(=O)N1CC2(C1)CN(C(=O)CC1CC1)[C@@H](CO)c1[nH]c3cc(OC)ccc3c12
→ -1, -0.3, ., ., ., 0.4, .
> CCCC(=O)N1CC2(CCN(Cc3cccnc3)CC2)c2c([nH]c3cc(OC)ccc23)[C@@H]1CO
→ -6, 0.3, ., ., ., 0.3, .
> COc1ccc2c3c(n(C)c2c1)[C@H](CO)N(C(=O)C1CCCCC1)CC31CCN(C)CC1
→ -3, -0.1, ., ., ., 0.3, .
> COc1ccc2c3c(n(C)c2c1)[C@@H](CO)N(S(=O)(=O)c1ccc(C)cc1)CC31CN(S(=O)(=O)c2ccc(C)cc2)C1
→ 8, -0.3, ., ., ., 0.4, .
> COc1ccc2c3c([nH]c2c1)[C@H](CO)N(C(=O)c1cccc(F)c1)CC31CN(S(=O)(=O)c2cccs2)C1
→ -7, -0.4, ., ., ., 0.2, .
> COc1ccc2c3c(n(C)c2c1)[C@@H](CO)N(C(=O)c1ccc(F)cc1)CC31CN(C(C)=O)C1
→ -5, -0.5, ., ., ., 0.3, .
